Compound activity as filed in PubChem.
MBNL1 CUG block = qHTS Assay for Inhibitors of MBNL1-poly(CUG) RNA binding; Potency, µM (doses to about 57.5 µM), inactives show top-dose activity change, negative = inhibition, most hits filed as inhibitors; 0.036% of 280,000 active; Muscleblind-like protein 1 (Homo sapiens), Q9NR56; TR-FRET MBNL1-His/biotin-(CUG)12 binding, 665/545 ratio; active means well fitted inhibition curve with a large enough effect in the signal ratio, with a control signal flat, not every such curve was filed as active; inconclusive means small, poorly fitted or top-dose-only effect, or effect the other way, or a change in a side signal; inactive means no such curve, though single readings can be large or run the other way; the % refers to the signal ratio; further: potency means the concentration at half of the fitted maximal effect; on the % scale 0 is the no-effect control and ±100 the full control effect
Target sequence (Q9NR56 whole entry, looked up): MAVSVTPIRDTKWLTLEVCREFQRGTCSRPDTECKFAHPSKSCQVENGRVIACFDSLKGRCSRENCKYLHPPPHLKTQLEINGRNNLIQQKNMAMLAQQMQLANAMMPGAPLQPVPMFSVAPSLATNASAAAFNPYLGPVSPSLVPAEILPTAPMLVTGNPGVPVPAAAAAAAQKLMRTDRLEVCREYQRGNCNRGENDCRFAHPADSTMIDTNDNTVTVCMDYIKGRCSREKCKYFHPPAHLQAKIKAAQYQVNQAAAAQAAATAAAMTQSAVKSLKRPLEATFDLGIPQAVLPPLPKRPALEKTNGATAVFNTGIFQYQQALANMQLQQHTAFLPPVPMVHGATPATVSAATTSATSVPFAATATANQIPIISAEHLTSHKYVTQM
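TR-FRET between His-tagged MBNL1 and biotin-(CUG)12 RNA, detected with Tb anti-His antibody (0.055 ng/ul) and streptavidin-XL665 (5 nM), 60 min at room temperature. Compounds titrated 92 nM to 58 uM; 665/545 nm ratio normalized to buffer and complex controls.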
KCNH2 3.1 block = qHTS for Inhibitors of KCHN2 3.1: Mutant qHTS. U2OS KCNH2 3.1, thallium flux FluxOr; active compounds read low. activity change, % (tested at about 1.8 µM). Potassium voltage-gated channel subfamily H member 2, brain isoform KCNH2 3.1 (human). 0.95% of 340,000 active;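 active means maximum activity change below -70%; inconclusive means maximum activity change from -70% to -50%; inactive means maximum activity change above -50%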;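 further: thallium influx rate constant from kinetic fluorescence after stimulation buffer; on the % scale 0 is the no-effect control and ±100 the full control effect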
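Thallium flux read-out: FluxOr dye with Red40 quencher in HBSS/HEPES, 45 min at RT. Rate constants from kinetic reads were normalized to positive and negative DMSO controls. Cells: U2OS virally expressing the 3.1 isoform.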
RORgamma inh = qHTS for inhibitors of ROR gamma transcriptional activity | Nuclear receptor ROR-gamma (Mus musculus), P51450 | Drosophila S2 Gal4-RORgamma UAS-luciferase reporter, 20 h | Potency, µM (top dose mostly 53.6 µM), for inactives: at the top dose activity change, negative = inhibition, actives largely listed as inhibitors | 5.4% of 310,000 active | AID 2551, 2010; further: potency means the concentration at half of the fitted maximal effect; on the % scale 0 is the no-effect control and ±100 the full control effect; nearly all actives have a fitted effect of over 60% in size
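Luciferase reporter read in Schneider cells carrying Gal4-RORγ (mouse) and UAS-Photinus luciferase; cells given compound 1 h before 700 uM copper sulfate induction, then incubated 20 h at ambient temperature.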
Menin-MLL TR inh = qHTS Assay for Inhibitors Targeting the Menin-MLL Interaction in MLL Related Leukemias: Competition With Texas Red Labeled MLL-derived Mutant Peptide; O00255; Menin + Texas Red MLL mutant peptide, fluorescence polarization; Potency, µM (doses to about 61.6 µM), for the others: at the top dose FP activity change, negative = inhibition, actives largely listed as inhibitors; 0.23% of 270,000 active; AID 1768, 2009; active means well fitted inhibition curve with a large enough effect in the polarisation, with a control signal flat, not every such curve was filed as active; inconclusive means small, poorly fitted or top-dose-only effect, or effect the other way, or a change in a side signal; inactive means no such curve, though single readings can be large or run the other way; the % refers to the polarisation; further: potency means the concentration at half of the fitted maximal effect; % of control where 0% means no effect; many of its hits are not listed in these tables
Target sequence (O00255 whole entry, looked up): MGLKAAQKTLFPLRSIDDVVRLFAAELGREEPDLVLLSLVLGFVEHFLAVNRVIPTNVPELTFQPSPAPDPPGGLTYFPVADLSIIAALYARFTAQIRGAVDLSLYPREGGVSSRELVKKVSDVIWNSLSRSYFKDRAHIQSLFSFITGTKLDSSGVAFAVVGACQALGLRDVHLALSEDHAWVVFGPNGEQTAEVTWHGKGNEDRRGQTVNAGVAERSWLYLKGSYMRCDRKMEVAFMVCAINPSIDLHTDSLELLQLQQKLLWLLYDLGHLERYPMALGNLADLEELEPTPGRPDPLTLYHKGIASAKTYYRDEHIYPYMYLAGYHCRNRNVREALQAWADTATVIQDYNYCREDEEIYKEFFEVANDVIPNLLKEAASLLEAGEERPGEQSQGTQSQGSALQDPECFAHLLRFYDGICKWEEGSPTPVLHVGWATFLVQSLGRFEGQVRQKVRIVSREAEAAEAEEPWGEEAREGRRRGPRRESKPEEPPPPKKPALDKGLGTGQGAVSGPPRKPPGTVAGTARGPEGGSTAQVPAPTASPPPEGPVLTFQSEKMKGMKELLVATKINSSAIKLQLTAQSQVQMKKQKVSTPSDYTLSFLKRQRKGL
FLuc modulator = qHTS profiling assay for firefly luciferase inhibitor/activator using purifed enzyme and Km concentrations of substrates (counterscreen for miR-21 project) | purified FLuc, Km substrates, luminescence inhibition | Luciferin 4-monooxygenase (Photinus pyralis), P08659 | AID 588342, 2011 | 6.9% of 360,000 active | Potency, µM (doses to about 57.5 µM), inactives show at the top dose activity change, negative = inhibition, hits mostly inhibitors;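 further: potency means the concentration at half of the fitted maximal effect; plate controls were vehicle for no effect and reference inhibitor for full effect; nearly all actives have a fitted effect of over 55% in size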
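Purified P. pyralis luciferase, 10 nM final, with Km-level 10 uM D-luciferin and 10 uM ATP in 50 mM Tris acetate pH 7.5, 10 mM Mg acetate, 0.01% Tween-20, 0.05% BSA; 6-point qHTS titration about 60 µM downward; luminescence read.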
Rab9 promoter act = qHTS Assay for Rab9 Promoter Activators; Huh7 Rab9 promoter-luciferase reporter, luminescence, 24 h; Potency, µM (top dose mostly 9.22 µM), for the others: top-dose activation, negative = inhibition, usual class: activators; 2.8% of 320,000 active; AID 485297, 2010; further: potency means the concentration at half of the fitted maximal effect; % of control where 0% means no effect; nearly all actives have a fitted effect of over 60% in size
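Promoter activation is measured as luciferase luminescence in Huh7 cells stably transfected with a Rab9 promoter–luciferase construct, following 24 h compound exposure at 37 °C and 10 min reagent incubation at ambient temperature.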
PKM2 activator = qHTS Assay for Activators of Human Muscle isoform 2 Pyruvate Kinase; purified PKM2, Kinase-Glo ATP luminescence, activation; response scale: 0% is enzyme alone, no compound; Potency, µM (highest dose often 57.5 µM), inactives show at the top dose activation, hits mostly activators; 0.34% of 260,000 active; AID 1631, 2009; further: potency means the concentration at half of the fitted maximal effect; on the % scale 0 is the no-effect control and ±100 the full control effect; nearly all actives have a fitted effect of over 55% in size
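Purified hPK-M2 (>95%) run at intermediate activity with 0.1 mM ADP and 0.5 mM PEP in 50 mM imidazole pH 7.2, KCl, MgCl2; 1 h room temperature. ATP formed read by Kinase-Glo luminescence; normalized to uninhibited and no-enzyme controls.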
Gal4-VP16 FLuc = VP16 counterscreen qHTS for inhibitors of ROR gamma transcriptional activity | Drosophila S2 Gal4-VP16 UAS-luciferase, luminescence, 20 h | Potency, µM (highest dose often 53.6 µM), without a hit: top-dose activity, negative = inhibition, actives largely listed as inhibitors | 3.5% of 310,000 active | AID 2546, 2010;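 further: Gal4-VP16 expression switched on by copper sulfate through the metallothionein promoter; potency means the concentration at half of the fitted maximal effect; on the % scale 0 is the no-effect control and ±100 the full control effect; nearly all actives have a fitted effect of over 50% in size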
Mito fusion yeast = qHTS Assay for Small Molecule Inhibitors of Mitochondrial Division or Activators of Mitochondrial Fusion. S. cerevisiae fusion-defective mutant growth rescue, CellTiterGlo 48 h. Potency, µM (series often up to 46.1 µM), for inactives: top-dose growth rescue (activation), most hits filed as activators. 0.23% of 320,000 active. AID 485298, 2010;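 further: potency means the concentration at half of the fitted maximal effect; % of control where 0% means no effect; nearly all actives have a fitted effect of over 45% in size; temperature-sensitive fusion mutants such as fzo1-1 at 37 °C on non-fermentable ethanol glycerol medium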
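S. cerevisiae fusion-defective temperature-sensitive mutants (e.g. fzo1-1, mgm1-5) grown 48 h at 37C in YPEG (ethanol/glycerol non-fermentable) medium with 23 nl compound per well; growth rescue read as CellTiterGlo luminescence.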
NPC1 promoter act = qHTS Assay for NPC1 Promoter Activators; Huh7 NPC1 promoter luciferase reporter, 24 h; Potency, µM (titrated, usually from 9.22 µM), for the others: top-dose activation, usual class: activators; 2.4% of 320,000 active;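 further: potency means the concentration at half of the fitted maximal effect; % of control where 0% means no effect; nearly all actives have a fitted effect of over 60% in size; reporter is driven by a mutant NPC1 promoter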
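Luminescence from an NPC1 promoter-driven luciferase reporter in stably transfected Huh7 cells was measured after 24 h compound treatment at 37 °C, followed by 10 min ambient incubation with luciferase detection reagent.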
ELG1 DNA repair = qHTS screen for small molecules that inhibit ELG1-dependent DNA repair in human embryonic kidney (HEK293T) cells expressing luciferase-tagged ELG1; HEK293T ELG1-luciferase reporter, luminescence, 16 h; DNA damage induced by 5-fluorouridine; 2.3% of 330,000 active; Potency, µM (doses to about 46.1 µM), inactives show top-dose activity change, negative = inhibition, hits mostly inhibitors; further: potency means the concentration at half of the fitted maximal effect; on the % scale 0 is the no-effect control and ±100 the full control effect; nearly all actives have a fitted effect of over 55% in size
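In this reporter screen, reduction of luminescence relative to DMSO vehicle indicated activity. Compounds and 5-fluorouridine were added together to 2,000 cells per well, incubated for 16 hr at 37 °C, then developed with ONE-Glo.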
* = called active by the depositor; ? = inconclusive; nt = not tested or not shown; [ ] = remark or other dose. Unless noted, the call rests on the fitted dose curve; in most records, active means well fitted curve in the direction sought with a large enough effect; inconclusive means small, poorly fitted or top-dose-only effect, or another doubt; inactive means no such curve, though single readings can be large; an effect the other way counts as inactive or inconclusive. Some of the compounds tested, so the mix of outcomes need not match the whole.

SMILES | MBNL1 CUG block | KCNH2 3.1 block | RORgamma inh | Menin-MLL TR inh | FLuc modulator | Rab9 promoter act | PKM2 activator | Gal4-VP16 FLuc | Mito fusion yeast | NPC1 promoter act | ELG1 DNA repair
CCC(C)[C@H](NC(=O)NCc1ccc(S(N)(=O)=O)cc1)C(=O)OC (stereo partly specified) | -4% | nt | -3% | -3% | 2% | -2% | -1% | 1% | -1% | -3% | -7%
Cc1nc(NC(=O)CSc2nncs2)c(Cl)cc1Cl | -4% | 6 | 24% | nt | -3% | -3% | 8% | 10% | 0% | -3% | 4%
Cc1cnnn1-c1ccc(C(=O)CCl)cc1 | 8% | -42 | 7% | -1% | 4% | -9% | 15% | 0% | 0% | -11% | -9%
CNC(=O)Nc1cccc(C(F)(F)F)c1 | 4% | 0 | 2% | 1% | -20% | 0% | -1% | -8% | 23% | 1% | 2%
CC1(C)OC(=O)N(c2ccccc2)C12C=Cc1c(ccc3ccccc13)O2 (stereo unspecified) | -14% | 10 | ? | 6% | 3% | -7% | -3% | ? | ? | 1% | -18%
COc1cc(NC(=O)Cc2cccs2)cc(OC)c1 | 1% | -13 | 10% | 1% | -15% | 2% | 2% | 1% | -2% | 2% | 2%
COC(=O)c1cc(Br)c(=O)n(CCN2CCCC2)c1 | -9% | 7 | -2% | -28% | -1% | -2% | 5% | 0% | -7% | 0% | 12%
O=C(NCc1ccccc1)/C(=C/c1ccco1)NC(=O)c1ccco1 | 12% | -8 | 10% | 1% | 3% | -10% | 6% | -15% | 5% | -4% | 5%
O=C1CC(c2ccc(Cl)cc2)n2nc(N3C(=O)c4ccccc4C3=O)nc2N1 (stereo unspecified) | 16% | 7 | -9% | 7% | 5% | -3% | 0% | -3% | 1% | -2% | 0%
S=C(Nc1ccc(Cl)cc1)c1nc2ccccc2[nH]1 | nt | ? | 11µM* | ? | 3.8µM* | 1.8µM* | -15% | 20µM* | 13% | 3.2µM* | ?
O=C(c1cc(Br)c[nH]1)N1CCCCC1 | -11% | 19 | 8% | -4% | 0% | 1% | nt | 2% | 1% | -2% | 6%
COc1ccc2c(CC(=O)N3CCc4ccccc43)coc2c1 | 2% | -6 | 26% | nt | 3.4µM* | 3.2µM* | -11% | -1% | 1% | 2µM* | ?
COc1ccc(S(=O)(=O)NC(N)=NCCc2ccc(OC)c(OC)c2)cc1 | -10% | nt | 7% | 6% | -10% | -2% | 1% | 2% | 5% | 0% | 1%
C=CCNC(=O)c1c(CSc2ccc(F)cc2)noc1C(=O)NCCC | nt | 14 | nt | nt | -2% | -2% | nt | nt | 10% | 1% | 15%
COc1ccc(/C=C2\SC(=Nc3ccccc3)NC2=O)cc1 | 8% | nt | -39% | ? | 7.6µM* | 4% | -2%[11.5 µM] | -13% | -2% | -5% | -17%
CCN(CC(=O)Nc1ccc(NC(C)=O)cc1)CC(=O)Nc1ccc(F)c(Cl)c1 | 5% | 5 | 11% | 5% | 6% | -10% | -2% | 2% | -4% | 0% | ?
Cc1[nH]c(C)c(S(=O)(=O)N2CCc3ccccc32)c1C(=O)N1CCCCC1 | -5% | 11 | -15% | 6% | 0% | -2% | nt | -12% | -2% | 0% | ?
COc1cccc(C(=O)NCc2n[nH]c(=S)n2-c2cccc(C)c2)c1 | -7% | 10 | ? | -2% | 1% | -1% | -19% | 1% | -5% | -2% | -9%
CCOC(=O)C1CN(S(=O)(=O)c2ccc(OC)cc2)c2cc(CC(=O)OC)ccc2O1 (stereo unspecified) | 3% | 5 | -30% | -1% | 1% | 1% | -1% | -5% | 4% | 3% | 3%
O=C(CN1C(=O)C(=O)N(Cc2ccccc2)C1=O)Nc1ccc(F)c(Cl)c1 | -5% | -15 | -8% | 18% | -18% | -4% | -2% | -18% | -3% | -7% | 7%
O=C(CCCCl)NC(=S)Nc1ccc(N2CCOCC2)cc1 | 2% | -16 | 2.2µM* | nt | -13% | 1.4µM* | 3% | ? | -5% | 2.8µM* | ?
Cc1c(C(=O)N2CCN(c3ccc([N+](=O)[O-])cc3)CC2)oc2ccccc12 | nt | -73* | nt | nt | 4% | -11% | nt | nt | 0% | 0% | 11µM*
CCS(=O)(=O)c1ccc2c(c1)N(S(=O)(=O)c1ccc(C)cc1)CC(C(=O)O)O2 (stereo unspecified) | -2% | 0 | -5% | -1% | 4% | -17% | 0% | -4% | -2% | -3% | 0%
CCCCn1c(=S)[nH]c2ccccc2c1=O | ? | 3 | 2.8µM* | -2% | 3% | -1% | -7% | 5µM* | 8% | 1% | -1%
COCC(=O)Nc1ccc([N+](=O)[O-])cc1OC | nt | 1 | -3% | 0% | -1% | -5% | -2% | 2% | -3% | -3% | 5%
(next part)
SMILES | MBNL1 CUG block | KCNH2 3.1 block | RORgamma inh | Menin-MLL TR inh | FLuc modulator | Rab9 promoter act | PKM2 activator | Gal4-VP16 FLuc | Mito fusion yeast | NPC1 promoter act | ELG1 DNA repair
O=C(NCCO)c1cc([N+](=O)[O-])cc2c1C=Cc1ccccc1O2 | ? | 19 | ? | 8% | -5% | 3% | -15% | -12% | 1% | -3% | ?
O=C(c1ccccc1S(=O)(=O)NCc1ccccc1)N1CCCC1 | -11% | -30 | 33% | -3% | 7% | -2% | 20% | -4% | 0% | -1% | 1%
Cc1c(C(=O)N2CCc3ccccc3C2)oc2ccc(S(=O)(=O)N3CC(C)CC(C)C3)cc12 (stereo unspecified) | 1% | -11 | 33% | -13% | 0% | -7% | -2% | ? | -2% | -8% | ?
CCOCCCN(C)C1CCN(C(=O)c2oc3ccccc3c2NC(=O)COc2cccc(C)c2)CC1 | 0% | -107* | 0% | nt | 1% | -4% | nt | -2% | -8% | 0% | -22%
O=C(NNC(=S)NC1CCCCC1)c1ccccc1Br | 5% | 23 | 1.1µM* | nt | 0% | 21% | nt | ? | -10% | 20% | 18%
COc1cccc(N2C(=O)C3CC=C(Cl)CC3C2=O)c1 (stereo unspecified) | 13% | 3 | -13% | 14% | 2% | -2% | -2% | 4% | -5% | 0% | 1%
COc1ccc(/C=C2\SC(=O)N(CC(=O)Nc3ccc(F)cc3)C2=O)cc1O | ? | 9 | -19% | ? | -14% | 2% | 0%[11.5 µM] | ? | 0% | 0% | ?
O=C(Cc1c(O)c2ccccc2[nH]c1=O)NCc1ccc(F)cc1 | -4% | 9 | 44%[0.365 µM] | 31%[activator] | -2% | 1% | 3% | nt | 13% | -7% | 5%
O=C(c1ccccc1SCc1ccc(F)cc1)N1CCOCC1 | 2% | 10 | ? | ? | 4% | -10% | 3% | 29% | 13% | -2% | -7%
COc1cccc(C(c2sc3nc(C)nn3c2O)N2CCC3(CC2)OCCO3)c1 (stereo unspecified) | -7% | 7 | 15% | -19% | 2% | -7% | 0% | -11% | 1% | 0% | 1%
CC(C)(C)C(=O)Nc1nnc(SCC(=O)NC2CCCCC2)s1 | 3% | 9 | -3% | -2% | -1% | -1% | -6% | -1% | -1% | 0% | 2%
Cc1cc(C)n(CC(=O)NNC(=O)COc2ccc(Cl)cc2Cl)n1 | nt | 19 | nt | nt | -1% | -5% | nt | nt | 0% | -1% | 20%
O=C(NC12CC3CC(CC(C3)C1)C2)c1ccco1 | -10% | 0 | -1% | -30% | -9% | 0% | -2%[11.5 µM] | 6% | 2% | 2% | ?
Cc1nc2ccccc2nc(C)c1=NOCc1cccc(F)c1 | nt | -1 | 21% | -14% | -11% | -1% | 1% | 3% | 2% | -2% | ?
O=C(COc1ccccc1)N1c2ccccc2Sc2ccccc21 | ? | nt | ? | -9% | 3% | -3% | -5% | 0% | ? | -3% | 2%
Cc1cc(C)nc(N(C#N)Cc2cccc([N+](=O)[O-])c2)n1 | ? | -7 | -7% | -3% | -2% | -2% | 0% | -28% | -3% | 2% | -4%
CCN1C(=O)C(O)(CC(=O)c2ccccn2)c2ccccc21 (stereo unspecified) | 9% | 3 | -3% | 0% | 7% | 0% | -3% | -5% | 5% | -2% | 8%
